# MK inhibit = blocks S. pneumoniae mevalonate kinase; 65,000 tested, 0.48% active; inhibition, % at 10 µM; AID 555; purified MK, PK/LDH-coupled NADH absorbance 340 nm;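 active = ranked among the strongest by inhibition in the single 10 µM screen, a fixed top-ranked set picked for dose follow-up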; note: no value below 0 was filed
# HT1080 cytotoxicity = HT1080 cell viability loss – fluorescence readout (AID 620) | HT1080 viability, fluorescence; higher % means a stronger effect | cytotoxicity, % at 10 µM; hits with a dose series show EC50 in µM | 87,000 tested, 0.42% active;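 note: cells exposed to compound overnight then 4 h with Alamar Blue; 0% = vehicle DMSO and 100% = killing control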
# Bfl-1 displacement = Bfl-1 inhibitors, primary screen, biochemical, fluorescence polarization, FITC-Bid, mouse (AID 432). FITC-Bid BH3 peptide fluorescence polarization displacement; higher % means a stronger effect. displacement, % at 20 µM; hits with a dose series show IC50 in µM. 64,000 tested, 0.02% active; in the data active = a potency from the dose series; inactive = the rest, 99 in 100 with displacement below about 15%; note: strong numbers were not always called active
# LYP phosphatase = LYP phosphatase inhibitors, primary screen, biochemical, DiFMUP fluorescence, recombinant catalytic domain, 10 µM (AID 606); 52,000 tested, under 10 active; recombinant LYP catalytic domain, DiFMUP fluorescence; higher % means a stronger effect; one-dose inhibition, % at 10 µM; IC50 in µM for titrated hits;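 active = IC50 under 40 µM in the dose-response test; inactive = IC50 of 40 µM or more, or never dose-tested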
# Spn DPM-DC inh = blocks S. pneumoniae diphosphomevalonate decarboxylase. 65,000 tested, 0.49% active. AID 556. calls only at 10 µM. purified DPM-DC, PK/LDH coupled NADH fluorescence;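 active = the 320 compounds with the highest percent inhibition in the single-dose primary screen, excluding strongly autofluorescent ones, cut at about 32% in these data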;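 note: kinetic rate of NADH fluorescence loss reporting ADP formed by the decarboxylase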
# HPDE-C7 viability = cytotoxicity in HPDE-C7 cells, cell-based, fluorescence, HTS (AID 430) | HPDE-C7 pancreatic duct cells viability, fluorescence; higher % means a stronger effect | cytotoxicity, % at 10 µM, or EC50 in µM where a hit was titrated | 63,000 tested, 1.8% active;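 note: cells exposed to compound for 48 hours before viability readout; 0% = vehicle and 100% = reference cytotoxic drug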
# Spn PMK inh = S. pneumoniae PMK inhibition | purified PMK, PK/LDH-coupled NADH absorbance 340 nm | inhibition, % at 10 µM | 65,000 tested, 0.49% active | AID 539;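 active = top-ranked compounds by inhibition in the single 10 µM screen, taking a fixed number of the strongest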;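 note: 0% = full reaction with DMSO carrier and 100% = background rate without enzyme reaction; no value below 0 was filed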
# HPDE-C7K KRASV12 = cytotoxicity in KRAS-transformed pancreatic duct cells, primary screen, cell-based, fluorescence, HTS (AID 431); HPDE-C7K KRASV12 cells, Alamar Blue viability, 48 h; higher % means a stronger effect; one-dose cytotoxicity, % at 10 µM; EC50 in µM for titrated hits; 63,000 tested, 1.7% active;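 active = compounds whose percent cytotoxicity in the single-dose primary screen, scaled between solvent and toxic-drug controls, exceeds 50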;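 note: 0% = DMSO solvent wells and 100% = doxorubicin-treated wells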
# TNAP inhibition = inhibition of tissue-nonspecific alkaline phosphatase – biochemical, luminescent (AID 518); purified TNAP enzyme, luminescent substrate readout; higher % means a stronger effect; one-dose inhibition, % at 20 µM; IC50 in µM for titrated hits; 64,000 tested, 0.09% active; in the data active = a potency from the dose series; inactive = the rest, 99 in 100 with inhibition below about 22%;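 note: plate controls were vehicle for no effect and reference inhibitor for full effect; many of its hits are not listed in these tables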
# Spn PMK inh pilot replicates = further read-out of Spn PMK inh, marked with its call; inhibition, %; measured here: pilot screen replicates
# MK inhibit pilot replicates = further read-out of MK inhibit, marked with its call; inhibition, %; measured here: pilot screen replicates
# Spn DPM-DC inh pilot screen % = further read-out of Spn DPM-DC inh, marked with its call; inhibition, %; measured here: pilot screen trials
# * marks the source's active call; other numbers are inactive results; i = inactive; nt = no result given; [ ] = another dose, or the depositor's remark. Cut-off read from the data, not from the text of the source, unless noted: active = cytotoxicity above about 50%; inactive = the rest.
SMILES,MK inhibit,HT1080 cytotoxicity,Bfl-1 displacement,LYP phosphatase,Spn DPM-DC inh,HPDE-C7 viability,Spn PMK inh,HPDE-C7K KRASV12,TNAP inhibition,others
CCCCCCNC(=O)C(C(=O)OCC)C1CCCCC1 (stereo not drawn),2,6%,-1%,nt,i,-6%,14,-4%,2%,
CCOC(=O)c1cnc2nc(NCc3ccc(OC)c(OC)c3)[nH]n2c1=O,3,0%,-7%,21%,i,-13%,7,-6%,12%,
COc1ccccc1N1CCN(C(=O)c2c(C)cc(=O)oc2C)CC1,12,1%,3%,11%,i,-10%,7,-10%,-4%,
CCn1c(=O)cc(SCC(=O)N2CCN(c3ccccc3OC)CC2)c2ccccc21,5,5%,2%,3%,i,11%,11,7%,5%,
CCOc1ccc(NC(=O)CSC(N)=O)cc1,5,4%,-10%,-3%,i,22%,15,18%,18%,
Cc1ccc(C(=O)NC2CCCCCC2)cc1N1CCCC1=O,0,34%,-3%,nt,i,-10%,11,-2%,-2%,
CCOC(=O)C1=C(CNCc2ccccc2Cl)NC(=O)NC1c1ccc2c(c1)OCO2 (stereo not drawn),3,-4%,-4%,8%,i,5%,5,6%,10%,
COc1ccc(NC(=O)c2ccco2)cc1NC(=O)c1ccc(C)cc1,0,nt,4%,3%,i,-5%,27*,-5%,16%,
O=C(CN1CCN(C(=O)N2CCOCC2)CC1)Nc1ccc(Br)cc1,7,-1%,-11%,-4%,i,-12%,10,3%,6%,
O=C(c1cc2c(=O)oc3ccccc3c2s1)N1CCN(c2ncccn2)CC1,0,1%,0%,2%,i,-8%,17,-6%,13%,
COc1ccc(-c2nc(-c3ccccc3OC)no2)cc1OC,6,-1%,-2%,nt,i,-6%,6,8%,10%,
NS(=O)(=O)c1ccc(NC(=O)N[C@@H](Cc2ccccc2)C(=O)O)cc1,12,-3%,-4%,11%,i,0%,11,6%,11%,Spn PMK inh pilot replicates=3.5;MK inhibit pilot replicates=0.0;Spn DPM-DC inh pilot screen %=0.5
COc1ccc2[nH]c(=O)c(CN(CC3CCCO3)C(=O)Nc3ccc(F)cc3)cc2c1 (stereo not drawn),9,1%,5%,5%,i[fluoresces],-11%,4,-3%,11%,Spn PMK inh pilot replicates=4.5;MK inhibit pilot replicates=2.5;Spn DPM-DC inh pilot screen %=65
O=c1[nH]c2ccccc2nc1Cc1ccccc1,13,-13%,6%,12%,i,9%,1,20%,14%,
CCOc1ccc(OCC)c(NC(=O)C(NS(=O)(=O)c2ccc3c(c2)oc(=O)n3C)C(C)C)c1 (stereo not drawn),8,12%,1%,-2%,i,-2%,13,10%,4%,
Cc1cc(C)c2c(n1)nn1c(N3CCN(c4ccccc4C)CC3)cc(C)nc21,12,-8%,2%,6%,nt,-23%,7,-12%,1%,Spn PMK inh pilot replicates=4.5;MK inhibit pilot replicates=11
O=C(O)CCc1ccc(-c2cccs2)n1Cc1ccco1,6,-5%,14%,0%,i,-7%,5,-8%,14%,
O=C1CN(C(=O)c2cccs2)c2ccccc2N1,0,6%,-3%,0%,i,-7%,0,-12%,-1%,
CCCCCOC(=O)c1[nH]c2c(c1C)C(=O)CC(c1ccco1)C2 (stereo not drawn),9,nt,2%,-1%,i,69%*,8,51%*,20%,
CC1=CCC2C(=O)N(c3nc4ccccc4n3C)C(=O)C2C1 (stereo not drawn),6,-1%,-2%,nt,i,-14%,2,-13%,2%,
O=C(CSc1nnc(Cc2ccccc2)n1-c1cccc(Cl)c1)N1CCOCC1,12,-4%,-7%,14%,i,-13%,21,-11%,-2%,Spn PMK inh pilot replicates=0.5;MK inhibit pilot replicates=0.0;Spn DPM-DC inh pilot screen %=0.0
Nc1nonc1C(=O)NCCNCc1ccccc1OCc1ccccc1F,11,0%,2%,nt,i,-1%,8,1%,7%,
O=C1c2ccccc2C(=O)N1CCCc1nc(-c2cccnc2)no1,16,8%,-5%,-17%,i,7%,9,11%,-6%,
Cc1nn2c3ccccc3nc2c2ccccc12,0,2%,-4%,nt,i,2%,16,10%,2%,
Cc1nn(CC(O)Cn2c3c(c4ccccc42)CCN(C)C3=O)c(C)c1Br (stereo not drawn),4,-3%,0%,nt,i,-4%,10,-3%,9%,Spn PMK inh pilot replicates=2.5;MK inhibit pilot replicates=0.0;Spn DPM-DC inh pilot screen %=8.5
O=C(CN1C(=O)C2(OCCO2)c2ccccc21)c1ccc(Cl)cc1,6,4%,-3%,5%,i,6%,0,3%,12%,
O=C(COc1ccc(S(=O)(=O)N2CCCCC2)cc1)NCc1ccncc1,8,-2%,-11%,11%,i,-10%,1,-7%,14%,
Cc1ccc(-c2nc3cc(C)ccc3o2)cc1,1,nt,-6%,nt,i,-1%,0,9%,4%,
COCCN1CN(S(=O)(=O)c2ccccc2)c2nc3ccccc3nc21,9,-5%,-1%,2%,i,11%,7,11%,6%,Spn PMK inh pilot replicates=3.5;MK inhibit pilot replicates=0.0;Spn DPM-DC inh pilot screen %=1.5
Cc1cccc(N(C)S(=O)(=O)c2cccc3nsnc23)c1,7,6%,-5%,9%,i,13%,2,14%,7%,
Cc1cc2c(c(=O)n1CCCn1ccnc1)C(c1ccco1)C(C#N)=C(N)O2 (stereo not drawn),9,3%,-6%,nt,i,6%,15,-1%,9%,
CCCCCN(C(=O)NC(=O)NC(C)CC)S(C)(=O)=O (stereo not drawn),3,10%,-2%,3%,i,0%,12,-1%,1%,
CCCSc1nc(N2CCOCC2)c2c(c1C#N)CCCC2,9,-8%,0%,-4%,i,29%,1,36%,10%,
O=C1Nc2ccccc2C(O)(C(=O)NCc2ccco2)N1c1ccccc1 (stereo not drawn),9,-8%,-2%,1%,i,2%,0,3%,6%,
Cc1csc(NC(=O)CSc2nc(C)cs2)n1,3,nt,-7%,17%,i,4%,9,6%,11%,
COc1ccc(C(O)C(CN2CCOCC2)c2ccccc2)cc1 (stereo not drawn),0,-4%,-2%,5%,i,7%,2,-12%,13%,
O=C(Cn1nnc2ccccc21)NCc1ccccc1,12,-4%,-1%,0%,i,0%,7,-4%,9%,
Fc1ccccc1OCCCN1CCOCC1,52*,-2%,-6%,-7%,i,10%,0,4%,8%,
CCn1c(COc2ccccc2)nnc1SCC(=O)NC1CCCCC1,9,-3%,-10%,nt,i,-15%,5,-11%,3%,
CC(=O)NCCOC(=O)Nc1ccncc1,3,nt,-5%,-12%,i,-24%,0,-7%,13%,
c1ccc2oc(CCc3nc4ccccc4o3)nc2c1,3,-10%,-7%,1%,i,2%,0,5%,6%,
COC(=O)c1ccc(OC(=O)c2ccc(OC)c(OC)c2)c(OC)c1,4,-8%,-15%,13%,i,4%,4,-6%,5%,
CCC(=O)N1CCc2cc(S(=O)(=O)CCC(=O)Nc3nc(C)cs3)ccc21,8,0%,-2%,nt,i,-26%,10,-17%,13%,Spn PMK inh pilot replicates=3.0;MK inhibit pilot replicates=0.0;Spn DPM-DC inh pilot screen %=0.0
O=C(O)CCN1CCOCC1,12,-4%,-11%,1%,i,-6%,14,-15%,2%,
CC1CCCN(C(=O)Cc2ccc(F)cc2)C1 (stereo not drawn),6,2%,-6%,-1%,i,5%,3,4%,6%,
Cc1cccc(C)c1NC(=O)CSc1nnc(CCCCCNC(=O)OC(C)(C)C)o1,6,-2%,0%,nt,i,-12%,6,-22%,-2%,
CCOc1cc([C@H]2[C@@H]3CCCC[C@]3(O)CCN2CC(=O)NCc2ccco2)ccc1O,9,-6%,9%,nt,i,-5%,1,-6%,0%,
Cc1cccc(OCCSc2nnc(-c3ccoc3C)n2C)c1,0,-12%,0%,nt,i,2%,13,8%,0%,
O=C(CCn1cccc1)Nc1ccccc1F,4,-5%,-4%,3%,i,-1%,12,-1%,5%,
NC(=O)C1CCN(CCC(=O)Nc2cccc(Cl)c2)CC1,7,1%,4%,6%,i,-11%,4,-18%,2%,

# (listing goes on)
SMILES,MK inhibit,HT1080 cytotoxicity,Bfl-1 displacement,LYP phosphatase,Spn DPM-DC inh,HPDE-C7 viability,Spn PMK inh,HPDE-C7K KRASV12,TNAP inhibition,others
CCn1c(CNC(=O)c2cccc(C)c2)nnc1SCC(=O)Nc1cccc(OC)c1,7,0%,-5%,20%,i,0%,4,-10%,9%,
N#CC1=C(N)S[C@H](C(=O)C23CC4CC(CC(C4)C2)C3)[C@H]1c1ccncc1,3,-3%,2%,-5%,i,-15%,11,-11%,7%,Spn PMK inh pilot replicates=3.5;MK inhibit pilot replicates=5.0;Spn DPM-DC inh pilot screen %=0.0
O=C(c1ccco1)N1CCN(C(=O)c2cc3sccc3n2Cc2ccccc2)CC1,8,-4%,-6%,nt,i,-5%,8,3%,12%,
COc1ccc2nc3oc(C(=O)N4CCN(c5cccc(C(F)(F)F)c5)CC4)cc3cc2c1,0,-2%,3%,9%,i,-6%,18,1%,6%,
Cc1cc(NC(=O)CSc2nnc(C)c(=O)[nH]2)no1,8,-2%,-3%,-5%,i,-1%,13,2%,9%,
COc1ccccc1N1CCN(C(=O)c2cc(-c3ccc(C)cc3)on2)CC1,5,-5%,3%,4%,i,4%,10,13%,11%,
COc1cccc(C(=O)Nc2cccc(NC(C)=O)c2)c1,0,4%,-4%,nt,i,-20%,6,-27%,3%,
O=C(NCC1CCCO1)[C@@H]1CSC2c3ccccc3C(=O)N21 (stereo partly drawn),5,-16%,-2%,-2%,i,-9%,12,-4%,-2%,
CCNC(=O)NC(=O)C(C)OC(=O)c1cccnc1SC (stereo not drawn),0,-3%,-2%,nt,i,-15%,14,-4%,10%,
Cc1ccc(CNC(=O)CSc2nc3ccccc3c(=O)n2CCCO)cc1,0,26%,5%,1%,i,2%,18,0%,6%,
COc1ccc(CCNC(=O)Cc2cc(=O)[nH]c(=O)[nH]2)cc1OC,12,2%,-2%,2%,i,-4%,0,-1%,7%,
COc1ccc(C(CC(=O)N2CCOCC2)C(C)C)cc1 (stereo not drawn),13,3%,2%,2%,i,1%,5,-7%,8%,
